Screens as filed in PubChem.
LMP1 NFkB inh = Epstein-Barr LMP1 NF-kappaB reporter inhibition; LMP1-induced NF-kappaB luciferase reporter cells, luminescence; inhibition, % at 12.5 µM; 350,000 compounds, 0.69% hits; AID 504558; in the data active = inhibition above about 41%; inconclusive = no clear call, values can overlap the other calls;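 note: 0% = neutral control wells and 100% = reference inhibitor control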
LRH-1 inv ag = suppresses constitutive activity of human LRH-1 | inhibition, % at 3.6 µM | AID 602396 | HEK293T StAR-luciferase reporter, LRH-1 transfected, 24 h | 360,000 compounds, 0.13% hits | O00482;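 active = inhibition above the mean inhibition of all tested compounds plus 3 SD, cut at about 73% in these data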;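 note: 0% = DMSO wells and 100% = reporter-only cells lacking LRH-1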
Target sequence (O00482 whole entry, looked up): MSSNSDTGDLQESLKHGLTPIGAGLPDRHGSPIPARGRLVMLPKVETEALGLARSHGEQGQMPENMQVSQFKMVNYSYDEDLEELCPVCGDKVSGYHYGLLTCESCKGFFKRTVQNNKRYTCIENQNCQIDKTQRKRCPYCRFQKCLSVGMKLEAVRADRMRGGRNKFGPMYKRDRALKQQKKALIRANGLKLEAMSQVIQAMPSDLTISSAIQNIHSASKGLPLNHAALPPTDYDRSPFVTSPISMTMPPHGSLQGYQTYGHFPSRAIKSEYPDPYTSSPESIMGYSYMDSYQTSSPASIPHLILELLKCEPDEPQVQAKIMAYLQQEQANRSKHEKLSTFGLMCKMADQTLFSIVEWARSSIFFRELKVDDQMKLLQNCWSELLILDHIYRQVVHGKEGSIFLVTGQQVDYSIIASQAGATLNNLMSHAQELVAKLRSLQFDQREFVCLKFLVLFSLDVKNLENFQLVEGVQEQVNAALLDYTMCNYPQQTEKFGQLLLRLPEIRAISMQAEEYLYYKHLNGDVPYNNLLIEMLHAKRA
NOD2-RIPK2 inh = blocks binding of human NOD2 to RIPK2; O43353; CHO BLA complementation NOD2-RIPK2, CCF4 ratio; inhibition, % at 4.98 µM; 360,000 compounds, 0.38% hits; AID 624267; in the data active = inhibition above about 21%;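 note: 0% = vehicle only and 100% = reference blocker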
NR2F2 inh = blocks human COUP-TFII nuclear receptor; inhibition, % at 8.6 µM; 370,000 compounds, 0.7% hits; HEK293T NGFI-A luciferase reporter, luminescence;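 active = inhibition above a per-plate cutoff, mean inhibition of test wells between control levels plus 3 SD, cut at about 38% in these data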;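 note: cells cotransfected with COUP-TFII expression vector driving the NGFI-A reporter; 0% = median of COUP-TF2 test wells and 100% = reporter-only cells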
Target sequence (P24468 whole entry, looked up): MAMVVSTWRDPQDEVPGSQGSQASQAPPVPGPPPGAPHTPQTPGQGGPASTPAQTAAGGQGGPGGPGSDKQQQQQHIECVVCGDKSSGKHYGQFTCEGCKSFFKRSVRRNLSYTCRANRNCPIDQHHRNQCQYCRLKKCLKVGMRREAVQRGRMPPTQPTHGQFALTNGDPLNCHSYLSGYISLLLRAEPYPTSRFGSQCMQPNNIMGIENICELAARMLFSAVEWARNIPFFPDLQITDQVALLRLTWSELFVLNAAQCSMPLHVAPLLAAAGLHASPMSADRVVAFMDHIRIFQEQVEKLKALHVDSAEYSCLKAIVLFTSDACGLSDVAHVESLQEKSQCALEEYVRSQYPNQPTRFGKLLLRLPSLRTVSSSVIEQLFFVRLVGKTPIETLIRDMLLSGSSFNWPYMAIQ
TROY signal inh = inhibitors of TROY-dependent NF-kB signaling; Q293 LMP1-TROYcd NF-kB luciferase reporter, 4 h; inhibition, % at 10 µM; 360,000 compounds, 0.98% hits; AID 1347056;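 active = compounds whose plate-normalised and pattern-corrected inhibition of the luciferase reporter signal at the single screening dose is 50% or more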
TLR9-MyD88 inh = TLR9-MyD88 interaction inhibition | Q9NR96+Q99836 | CHO BLA complementation TLR9-MyD88, CCF4 FRET ratio | inhibition, % at 4.98 µM | 340,000 compounds, 0.21% hits;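 active = inhibition above the mean over all tested compounds plus 3 SD, cut at about 21% in these data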;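 note: 0% = DMSO only wells and 100% = clavulanate BLA inhibitor control wells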
SRC3 inh = inhibits human SRC3 coactivator; Q9Y6Q9; HEK293 GAL4-SRC3 luciferase reporter, luminescence; inhibition, % at 3.6 µM; 360,000 compounds, 0.17% hits; AID 588352;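 active = inhibition above a per-campaign cutoff, the mean of all compounds plus 3 SD, cut at about 60% in these data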;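 note: 0% = DMSO-treated cells and 100% = gossypol-treated cells at 36 µM; higher means less SRC3-driven luciferase light from the GAL4 reporter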
Vif imaging = inhibitors of HIV Vif. HEK293T cells, Vif self-association by quenched fluorescence, imaging, 24 h. 340,000 compounds, 0.35% hits. inhibition, % at 7.49 µM. AID 602346; in the data active = inhibition above about 50%, passing the limit was not always enough; inconclusive = no clear call, values can overlap the other calls; inactive = below about 31%; note: some results filed as inactive read as strong as hits
NCOA2 inhibitor = human SRC2 (NCOA2) inhibition. inhibition, % at 9 µM. Q15596. 370,000 compounds, 0.17% hits. AID 651957. HEK293 GAL4-SRC2 luciferase reporter, luminescence;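 active = inhibition above the mean inhibition of all tested compounds plus 3 SD, set per campaign, cut at about 52% in these data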;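 note: 0% = DMSO treated cells and 100% = cells given Gossypol at 36 µM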
NCOA1 inh = inhibits human SRC1 coactivator; inhibition, % at 3.6 µM; 360,000 compounds, 0.12% hits; Q15788; HEK293 GAL4-SRC1 luciferase reporter, luminescence; AID 588354;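 active = inhibition above the campaign mean plus 3 SD, with each screening campaign given its own cutoff, cut at about 60% in these data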;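 note: 0% = DMSO treated cells and 100% = gossypol at 36 µM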
TRAIL sens C8 = sensitizes caspase-8 expressing cells to TRAIL | inhibition (viability loss, TRAIL sensitization), % at 10 µM | NB7+C8 cells + TRAIL, ATPlite viability luminescence | 360,000 compounds, 1% hits;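 active = compounds causing at least 50% loss of cell viability in the single-dose screen, relative to plate controls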
The depositor's hits bear a star; ? = inconclusive; . = not tested or not shown.

SMILES	LMP1 NFkB inh	LRH-1 inv ag	NOD2-RIPK2 inh	NR2F2 inh	TROY signal inh	TLR9-MyD88 inh	SRC3 inh	Vif imaging	NCOA2 inhibitor	NCOA1 inh	TRAIL sens C8
O=C1CC(N(O)c2ccccc2)C(=O)N1c1ccc(Cl)c(Cl)c1 (stereo not drawn)	0	-10	1	4	6	5	15	-2	-31	6	4
Cc1ccc(NC(=S)NN(C)c2cc(C)nc(C)n2)cc1	-4	-5	-4	7	21	-1	17	-3	11	6	15
CN(C)c1ccc(-c2csc(C(O)(c3ccccc3)C(F)(F)F)n2)cc1 (stereo not drawn)	.	16	-5	7	-1	.	3	-5	6	-23	-15
Cc1cc(C)c2c(=O)n(CC(=O)Nc3cccc(F)c3)sc2n1	-4	4	-2	3	-10	2	15	-2	4	-3	-12
COc1ccc(OC)c(C(=O)NC(CC(N)=O)c2ccc(N3CCN(c4ccccc4)CC3)c([N+](=O)[O-])c2)c1 (stereo not drawn)	5	-13	-6	3	2	-2	-6	-2	13	-9	-11
Cc1cc(C)cc(-n2ncc3c2CCCC3NC(=O)CN2CCCC2=O)c1 (stereo not drawn)	-2	-1	-2	-17	-33	5	-10	-1	3	-21	12
CC1CCCN(C(=O)c2ccc(Cl)c(S(=O)(=O)N3CCCCCC3)c2)C1 (stereo not drawn)	2	-24	9	16	-7	-3	-11	.	11	-9	1
CCc1nnc(NC(=O)C=C(C)C)s1	-5	-48	7	-27	-30	2	-53	0	-41	-82	7
CC(=O)N1N=C(c2cccs2)CC1c1cccc([N+](=O)[O-])c1 (stereo not drawn)	-1	8	3	-2	-4	-14	3	-6	14	4	-4
Cc1cc(C(=O)CSc2nnc(N)s2)c(C)n1CCc1ccc(Cl)cc1	-17	8	7	-7	-14	3	5	0	0	-36	10
Cc1cc(C)nc(/N=C(\N)N(Cc2ccccc2)Cc2ccccc2)n1	9	2	-2	10	-8	-2	8	17	-5	-2	5
O=C(Nc1nnc(C2=COCCO2)o1)C1CCCCC1	-6	5	6	-11	18	-6	7	-2	-19	-3	-5
Cc1cccc(-c2nc3ccccc3c(=O)n2NC(=O)c2cccnc2Cl)c1	-9	17	-1	3	-13	5	8	20	3	-7	-2
CCC[C@@H]1CCCO[C@@](C(=O)NCc2cc(C)n(C)n2)(C(F)(F)F)C1	-1	1	-3	7	-6	2	-21	-3	-15	-9	-3
S=C(Nc1ccc(Cl)cc1)N(CCCN1CCOCC1)Cc1cccs1	-7	-12	2	3	-7	-5	2	-7	-8	1	20
CCCN(C(=O)c1cc(S(=O)(=O)N2CCCCCC2)ccc1OC)C1CCS(=O)(=O)C1 (stereo not drawn)	-6	-6	-10	-6	14	-3	-4	-3	-1	-2	9
Cc1cc(NC(=O)C2CC(=O)N(c3ccc(Cl)cc3)C2)no1 (stereo not drawn)	3	1	-16	22	-1	-1	-5	12	9	-12	-2
CC1CC(C)CN(c2ccc([N+](=O)[O-])cc2-c2nn[nH]n2)C1 (stereo not drawn)	23	31	-8	0	3	-10	14	-4	14	4	-3
CSCCNC(=O)c1ccc2nc(C3CCCCC3)oc2c1	-5	-8	-2	-19	-59	-9	-17	-2	-66	-24	-1
O=C(Cn1cc(COc2ccccc2[N+](=O)[O-])nn1)c1ccc(O)cc1	-2	-11	-1	-7	-23	-2	-21	12	-4	-27	-16
Cc1ccc(OCC(=O)Nc2ccc(O)c(-c3nc4ccccc4o3)c2)cc1	3	-10	-3	18	7	-1	-11	4	-1	-1	37
CC(=O)Cc1cc(=O)c2c(C)cc(O)c(C3OC(CO)C(O)C(O)C3O)c2o1 (stereo not drawn)	-6	-9	7	17	2	7	14	9	2	-7	4
CCC(C)(C)NC(=O)C(c1ccc(F)cc1)N(Cc1ccco1)C(=O)CCC(=O)Nc1ccccn1 (stereo not drawn)	4	15	-2	1	-15	-14	14	-8	-7	3	0
O=c1/c(=C/c2ccccc2)sc2nnc(-c3cccs3)n12	.	3	-8	-15	4	.	20	-3	11	-1	-18
CC1CCN(S(=O)(=O)c2ccc(F)c(C(=O)O)c2)CC1	-6	13	7	-9	12	4	1	-7	7	-9	-20
CCn1c(SCC(=O)N(C)CC(=O)Nc2cccc(OC)c2)nnc1-c1ccco1	-4	6	-7	10	16	7	6	9	-20	-14	-5
Cc1ccc(C(C)C)c(OCC#CCN2CCOCC2)c1	3	-5	2	2	7	-6	-15	?	-17	5	2
O=C(O)c1ccc(N2CCCCS2(=O)=O)cc1	6	1	-4	14	-20	2	4	5	8	7	-7
CCN(CC)CCNC(=O)c1cc(S(C)(=O)=O)ccc1OC	3	28	1	19	6	5	15	-1	-10	14	3
COc1ccc(Nc2nc(-c3sc(C)nc3C)cs2)c(OC)c1	30	-3	7	20	-15	-19	3	-2	-3	5	25
O=C(COC(=O)C12CC3CC(CC(C3)C1)C2)NCCc1ccccc1	-2	-4	5	1	-9	-3	14	5	-17	10	4
CCOC(=O)c1ccc(NC(=O)CN2CCN(Cc3ccccc3)CC2)cc1	-1	4	-10	-11	-3	2	19	-10	15	8	-8
COn1c(-c2ccccc2)nc2ncccc21	3	2	-10	1	3	0	1	12	-27	4	-30
COCCCNC1CS(=O)(=O)CC1O (stereo not drawn)	-7	0	-8	0	4	3	26	-2	-9	8	-3
O=C1C2C3CCC(C3)C2C(=O)N1CNc1ccc(F)cc1 (stereo not drawn)	-9	-22	-8	-7	-10	-10	7	36	-7	3	-6
COc1cccc(NC(=O)CN(C)C(=O)c2cc(S(=O)(=O)N3CCCCC3)ccc2Cl)c1	-1	-3	1	19	-7	-1	9	-10	-12	-3	11
C[C@]1(C(=O)O)C=C[C@@H](Cc2ccccc2)N1C(=O)c1ccccc1	-4	-5	-1	-1	15	-4	-10	2	-13	7	-3
CC12CCC(C(=O)Nc3ccccc3)(C(Br)C1=O)C2(C)C (stereo not drawn)	-2	-18	11	1	1	5	14	15	3	-3	-10
CCN(CC)C(=O)C1=C(C)N(CCCN2CCCC2=O)C(=O)C(CC(=O)NCc2cccs2)C1 (stereo not drawn)	-1	19	-7	-2	-1	-7	5	1	14	-6	-2
OCCCn1c(C2CCCN2c2nc(-c3ccc(Cl)cc3)cs2)nc2cc(Cl)c(N3CCCCC3)cc21 (stereo not drawn)	-15	-7	10	1	-2	1	-12	5	17	-15	27

A draw from above in order of formula weight, lowest first.
SMILES	LMP1 NFkB inh	LRH-1 inv ag	NOD2-RIPK2 inh	NR2F2 inh	TROY signal inh	TLR9-MyD88 inh	SRC3 inh	Vif imaging	NCOA2 inhibitor	NCOA1 inh	TRAIL sens C8
CCc1nnc(NC(=O)C=C(C)C)s1	-5	-48	7	-27	-30	2	-53	0	-41	-82	7
CC1CC(C)CN(c2ccc([N+](=O)[O-])cc2-c2nn[nH]n2)C1 (stereo not drawn)	23	31	-8	0	3	-10	14	-4	14	4	-3
Cc1cc(C)c2c(=O)n(CC(=O)Nc3cccc(F)c3)sc2n1	-4	4	-2	3	-10	2	15	-2	4	-3	-12
O=C(COC(=O)C12CC3CC(CC(C3)C1)C2)NCCc1ccccc1	-2	-4	5	1	-9	-3	14	5	-17	10	4
Cc1cc(C)cc(-n2ncc3c2CCCC3NC(=O)CN2CCCC2=O)c1 (stereo not drawn)	-2	-1	-2	-17	-33	5	-10	-1	3	-21	12
CN(C)c1ccc(-c2csc(C(O)(c3ccccc3)C(F)(F)F)n2)cc1 (stereo not drawn)	.	16	-5	7	-1	.	3	-5	6	-23	-15

(more compounds)
SMILES	LMP1 NFkB inh	LRH-1 inv ag	NOD2-RIPK2 inh	NR2F2 inh	TROY signal inh	TLR9-MyD88 inh	SRC3 inh	Vif imaging	NCOA2 inhibitor	NCOA1 inh	TRAIL sens C8
COc1ccccc1C(=O)Nc1nnc(-c2ccccc2)s1	3	-38	-5	-10	-28	-6	-39	3	-67	-69	-6
COc1cc(C(=O)Nc2nnc(S(=O)(=O)N3CCCCCC3)s2)cc(OC)c1OC	-6	1	-11	7	-2	-6	-24	-7	-1	2	3
O=S1(=O)CCOCCN1Cc1ccccc1	3	-7	6	-13	-10	8	-17	-3	3	10	-11
Cc1ccc(C(=O)NCCCN2CCOCC2)cc1Cl	-10	-26	-3	-2	-2	5	-41	-1	-26	-15	-16
Cc1cc(C(=O)NNC(=O)/C=C/c2ccc(F)cc2)c(C)o1	-4	-38	-8	6	-3	-5	-39	1	-8	-12	-6
CC(C)Cn1nc(-c2ccccc2)c2ccccc2c1=O	3	-3	-1	16	-11	3	1	19	19	2	0
N#Cc1cc(-c2cccc(Cl)c2)c[nH]c1=O	-3	22	4	-8	2	-5	-2	3	-12	7	2
COc1ccc2nc(SCC(=O)Nc3ccccc3)[nH]c2c1	0	-25	-7	1	1	-6	-6	0	-7	-48	-7
Cc1c(C(=O)Nc2ccc(C(F)(F)F)cc2)sc2ncn(CC(=O)N3CCN(c4ccccn4)CC3)c(=O)c12	14	13	-8	13	8	-3	5	-6	-1	-37	30
Cc1c(C(=O)NCC(c2ccco2)N2CCCC2)oc2ccc(Cl)cc12 (stereo not drawn)	-10	2	-6	1	-18	6	14	18	-7	-11	9
O=C1Nc2ccccc2C1(c1ccccc1)c1ccccc1	-10	-16	6	-2	16	-4	6	-12	-16	4	6
CCOC(=O)C1C(=O)NC(N2CCc3ccccc32)=NC1c1ccccc1 (stereo not drawn)	5	-9	-1	-7	9	-3	5	6	-67	0	-11

A portion of the library. The share of hits here may be higher or lower than overall.
